Screening data (PubChem BioAssay)
CHT block: inhibitors of human choline transporter CHT; Q9GZV3; CHT-expressing cells, membrane potential dye, choline response; stronger effect = lower value; B-score at 10 µM; actives 0.86% (n = 310,000);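 active = B-score over 3 SD under the library average, and starting fluorescence ratio not unusually high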;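 also: choline stimulus applied at its EC90 after an EC20 pre-addition; B-score computed on integrated fluorescence ratio after choline addition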
Target sequence (Q9GZV3 whole entry, looked up): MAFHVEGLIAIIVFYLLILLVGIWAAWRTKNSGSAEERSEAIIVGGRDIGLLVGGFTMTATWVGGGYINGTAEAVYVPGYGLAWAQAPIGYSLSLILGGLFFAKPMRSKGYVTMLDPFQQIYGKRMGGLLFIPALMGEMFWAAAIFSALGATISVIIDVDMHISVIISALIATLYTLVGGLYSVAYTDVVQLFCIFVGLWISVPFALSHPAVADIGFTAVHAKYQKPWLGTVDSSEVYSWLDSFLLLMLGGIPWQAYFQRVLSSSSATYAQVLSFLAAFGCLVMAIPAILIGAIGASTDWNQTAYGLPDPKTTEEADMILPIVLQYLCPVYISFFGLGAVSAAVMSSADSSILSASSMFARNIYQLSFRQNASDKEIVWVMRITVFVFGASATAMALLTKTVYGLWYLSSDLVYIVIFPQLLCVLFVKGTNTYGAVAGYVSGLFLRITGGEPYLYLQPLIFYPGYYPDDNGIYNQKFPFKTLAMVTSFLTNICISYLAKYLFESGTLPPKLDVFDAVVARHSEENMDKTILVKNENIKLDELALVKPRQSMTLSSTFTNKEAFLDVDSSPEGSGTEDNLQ
KCNQ2 inh: KCNQ2 channel blockers in CHO-K1 cells – cell-based, FluxOR thallium flux, B-score, primary screen (AID 2156); O88943; 20 min; stronger effect = lower value; B-score at 10 µM; actives 1.1% (n = 310,000);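 active = fluorescence ratio B-score at most minus 3 library SDs, with starting brightness B-score within 2 library SDs, cut at about -5.5 in these data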
Kir21 block: inhibitors of mouse Kir2.1 inward-rectifier potassium channel. HEK293-Kir2.1, FluxOR thallium flux fluorescence; stronger effect = lower value. B-score at 10 µM. actives 0.85% (n = 310,000). AID 1672;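 active = fluorescence ratio B-score at or below minus 3 SD of library scores, with starting-brightness B-score within 2 SD, cut at about -4.2 in these data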;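 also: channel flux triggered by added potassium and thallium sulfate stimulus; B-score of peak minus minimum fluorescence over baseline after thallium stimulus; more negative B-score means stronger Kir2.1 block with less thallium influx; some compounds called inactive have numbers as strong as hits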
Target sequence (P35561 whole entry, looked up): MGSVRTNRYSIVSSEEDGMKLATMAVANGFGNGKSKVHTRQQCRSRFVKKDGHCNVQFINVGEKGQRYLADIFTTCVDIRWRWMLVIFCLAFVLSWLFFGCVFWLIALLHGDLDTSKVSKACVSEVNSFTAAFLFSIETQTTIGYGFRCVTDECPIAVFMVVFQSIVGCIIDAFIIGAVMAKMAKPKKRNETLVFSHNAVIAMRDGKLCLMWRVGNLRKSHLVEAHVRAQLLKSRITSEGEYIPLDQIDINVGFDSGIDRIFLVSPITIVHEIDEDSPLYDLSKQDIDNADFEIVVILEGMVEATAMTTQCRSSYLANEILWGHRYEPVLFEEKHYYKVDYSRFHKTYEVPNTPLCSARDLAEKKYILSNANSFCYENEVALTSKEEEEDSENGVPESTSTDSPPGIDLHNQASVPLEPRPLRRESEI
Numbers without * were called inactive; i = inactive; x = not tested or not shown. The list is partial, so the mix of outcomes need not match the whole.

smiles | CHT block | KCNQ2 inh | Kir21 block
C[C@H](NC(=O)N1C[C@H]2C[C@@H](C1)c1cccc(=O)n1C2)C(=O)Nc1cccc(F)c1 | i | i | 1.5
O=c1c2ccccc2nc(/C=C/c2ccc3c(c2)OCO3)n1-c1ccccc1 | i | i | -1.69
O=c1cccc2n1CC1CC2CN(S(=O)(=O)c2ccc(F)cc2)C1 (stereo not drawn) | i | i | -0.24
CN1CCN(C(=O)COc2ccc3ccccc3c2Br)CC1 | i | i | 0.12
COC(=O)C1C2c3ccccc3C(c3ccccc32)C1C(=O)OC (stereo not drawn) | i | i | 1.26
Clc1ccccc1CN1CCN(c2ccccc2)CC1 | i | i | 0.77
CCOC(=O)Cn1cc(C=C2C(=O)N(C)C(=O)N(C)C2=O)c2ccccc21 | i | i | 1.23
CC(=NCCCN1CCOCC1)c1c(O)[nH]c(=O)[nH]c1=O | i | i | 0.42

Record cards (already shown). Screens in order: CHT block	KCNQ2 inh	Kir21 block
C[C@H](NC(=O)N1C[C@H]2C[C@@H](C1)c1cccc(=O)n1C2)C(=O)Nc1cccc(F)c1 in the list: i	i	1.5
O=c1cccc2n1CC1CC2CN(S(=O)(=O)c2ccc(F)cc2)C1 (stereo not drawn) in the list: i	i	-0.24

Following part
smiles | CHT block | KCNQ2 inh | Kir21 block
CCCC(=O)Nc1ccc(N2CCN(CC)CC2)c(Cl)c1 | i | i | 0.19
COc1nc(NC(C)C)nc(NC(C)C)n1 | i | i | -1.68
c1cc2c(cc1CCNC1C3CC4CC(C3)CC1C4)OCO2 (stereo not drawn) | i | i | -4.45*
C/C(=N\N1CCCCCC1)c1c(O)n(-c2ccc(C)cc2)c(=O)[nH]c1=O | i | i | -0.53
CCOC(=O)C1(CCc2ccccc2)CCN(Cc2ccco2)CC1 | i | i | -2.11
Cc1c(NC(=O)C(C)OC(=O)Cc2ccccc2)c(=O)n(-c2ccccc2)n1C (stereo not drawn) | i | i | -1
CC1(C)C2SCC(=O)N2CCN1CC(=O)NN (stereo not drawn) | i | i | -1.35
COc1ccccc1N(CC(=O)NC1CCCCC1)C(=O)c1cnn(C(C)C)c1 | i | i | 1.09

The list goes on.
smiles | CHT block | KCNQ2 inh | Kir21 block
CCCNS(=O)(=O)c1ccc(OCC(=O)N2CCN(C)CC2)cc1 | i | i | 1.04
O=P(Nc1cccnc1)(Oc1ccccc1)Oc1ccccc1 | i | i | -2.45
CN[C@@H]1C[C@@H](c2ccc(Cl)c(Cl)c2)c2ccccc21 | i | i | -11.4*
C=CC[N+]1(C)C2CCC1CC(O)C2 (stereo not drawn) | i | i | 0.75
CN(C)C(Cc1ccc(C#N)cc1)C(=O)c1ccccc1 (stereo not drawn) | i | i | -1.04
CCOc1ccccc1-n1c(O)c(C=NCc2ccc3c(c2)OCO3)c(=O)[nH]c1=O | i | i | -0.31
CC(=O)OC1N=C(c2ccccc2)c2ccccc2NC1=O (stereo not drawn) | i | i | 0.7
Cc1cccc(NP(C)(=O)c2nc3c(s2)CCCC3)c1 (stereo not drawn) | i | i | 1.08

Structural class, those above containing four or more nitrogen atoms (six)
smiles | CHT block | KCNQ2 inh | Kir21 block
C[C@H](NC(=O)N1C[C@H]2C[C@@H](C1)c1cccc(=O)n1C2)C(=O)Nc1cccc(F)c1 | i | i | 1.5
CC(=NCCCN1CCOCC1)c1c(O)[nH]c(=O)[nH]c1=O | i | i | 0.42
COc1nc(NC(C)C)nc(NC(C)C)n1 | i | i | -1.68
C/C(=N\N1CCCCCC1)c1c(O)n(-c2ccc(C)cc2)c(=O)[nH]c1=O | i | i | -0.53
CC1(C)C2SCC(=O)N2CCN1CC(=O)NN (stereo not drawn) | i | i | -1.35
COc1ccccc1N(CC(=O)NC1CCCCC1)C(=O)c1cnn(C(C)C)c1 | i | i | 1.09

(cont.)
smiles | CHT block | KCNQ2 inh | Kir21 block
O=C1/C(=C\c2ccncc2)N2CCC1CC2 | i | i | 0.39
CC(NS(=O)(=O)OCC(Cl)(Cl)Cl)c1ccccc1 (stereo not drawn) | i | i | -5.65*
Cc1ccc(N)c(C(=O)c2ccccc2)c1 | i | i | -0.37
Cn1c(=O)c2c(ncn2CCCl)n(C)c1=O | i | i | -0.09
COP(=S)(OC)c1c(C)nn(CCC#N)c1NC(=O)c1ccc(Cl)cc1 | i | i | 0
Cc1cc(NC(=O)CCl)no1 | i | i | -1.25
OC(CN1CCC(c2c[nH]c3ccccc23)CC1)C(F)(F)F (stereo not drawn) | i | i | 2.16
CCc1ccc(NC(=O)CCNC(=O)N2C[C@H]3C[C@@H](C2)c2cccc(=O)n2C3)cc1 | i | i | -0.33

The results go on.
smiles | CHT block | KCNQ2 inh | Kir21 block
Cc1ccccc1C(O)(Cc1ccccc1)C1CN2CCC1CC2 (stereo not drawn) | i | i | -3.32
Clc1ccc(CNC2CN3CCC2CC3)cc1 (stereo not drawn) | i | i | 0.19
COC(=O)C1=C(c2ccccc2)C[C@@H]2CC[C@H]1N2C(=O)NCC1CC1 | i | i | 0.43
N=C1c2ccccc2CN1c1ncccn1 | i | i | -0.44
CCc1cccc2c(C#N)cn(CC(=O)N3CCOCC3)c12 | i | i | -0.68
CN(C)c1cc[n+](CC(O)C[n+]2ccc(N(C)C)cc2)cc1 | i | i | -0.15
CCOc1ccc(NC(=O)N2C[C@H]3C[C@@H](C2)c2cccc(=O)n2C3)cc1 | i | i | 0.27
Nc1ccccc1C(=O)OCC(=O)Nc1ccc(Br)cc1F | i | i | -1.28

The results go on:
smiles | CHT block | KCNQ2 inh | Kir21 block
O=C(O)c1ccc(NC(=O)N2C[C@H]3C[C@@H](C2)c2cccc(=O)n2C3)cc1 | i | i | -0.96
CCc1ccc(N2C(=O)NC(=O)/C(=C\C=C\c3ccco3)C2=O)cc1 | i | i | 0.66
C/C(=N\NC(=O)c1ccccc1O)c1c(O)n(Cc2ccccc2)c(=O)[nH]c1=O | i | i | 0.61
COc1ccccc1CCNCc1ccc(OC)c(OC)c1OC | i | i | -1.22
O=C1NC(=O)C(=Cc2ccc3ccccc3c2)C(=O)N1 | i | i | -0.97
COc1cccc(-c2nc(CS(=O)CC(=O)N3CCC4(CC3)OCCO4)c(C)o2)c1 (stereo not drawn) | i | i | 0.48
COc1ccccc1-n1c(O)c(/C=N/N2CCCCC2)c(=O)n(-c2ccccc2OC)c1=S | i | i | 1.04
COc1ccc(OC)c(CN2CCN(C(=O)COc3cccc(C)c3)CC2)c1 | i | i | -1.73

Following part.
smiles | CHT block | KCNQ2 inh | Kir21 block
C[N+]1=C(/C=C/Nc2ccccc2)C(C)(C)c2ccccc21 | i | i | -1.99
CCC(C)C12CN3CCN(CC(C)(C3)C1O)C2 (stereo not drawn) | i | i | -0.72
[N-]=[N+]=NCCN1CCC(O)CCC1=O (stereo not drawn) | i | i | 0.36
CC1=NN(c2ccccc2)C(=O)C1/C=C1\C(=O)NC(=O)N(c2cc(C)cc(C)c2)C1=O (stereo not drawn) | i | i | 0.78
Cc1c(O)ccc(C(=O)CN2CC(C)OC(C)C2)c1O (stereo not drawn) | i | i | 0.01
Cc1ccc(-c2ccc(=O)n(CC(=O)N3CCC4(CC3)OCCO4)n2)cc1 | i | i | 0.02
CCOP1(=S)Oc2cc3c(cc2C(C(=O)OC)(C(F)(F)F)O1)OCO3 (stereo not drawn) | i | i | 0.02
Cn1c(O)c(C=NC2CCCCC2)c(=O)[nH]c1=S | i | i | 0.02

Next part
smiles | CHT block | KCNQ2 inh | Kir21 block
C=C(C)[C@H]1CN[C@H](C(=O)O)[C@H]1CC(=O)O | i | i | 0.41
CCC(C)N1C(=O)NC(=O)C2(Cc3c(ccc4ccccc34)N(C)C2)C1=O (stereo not drawn) | i | i | 2.16
C(CCc1nn[nH]n1)CCc1nn[nH]n1 | i | i | 3
C=C1C(=O)O[C@@H]2C[C@@H](C)[C@H]3C=CC(=O)[C@]3(O)C[C@@H]12 | i | i | -0.04
O=C1NC(=S)NC(=O)C12C(c1ccc(F)cc1)NC(=S)NC2c1ccc(F)cc1 (stereo not drawn) | i | i | 0.07
O=C1CCN(C(=O)Cc2ccccc2[N+](=O)[O-])CC1 | i | i | 0.22
O=[N+]([O-])c1ccc(NCc2ccccc2)c2nonc12 | i | i | -4.8
CNC(=O)Oc1ccc2ncccc2c1 | i | i | 0.8

The list goes on:
smiles | CHT block | KCNQ2 inh | Kir21 block
C/C(=N\NC(=O)c1ccccc1)c1c(O)n(Cc2ccccc2)c(=O)[nH]c1=O | i | i | -0.49
CCC(=Nc1cccc(C(F)(F)F)c1)c1c(O)n(C)c(=O)n(C)c1=O | i | i | -1.63
CCOC(=O)C1CCCN(c2ccc([N+](=O)[O-])c3nonc23)C1 (stereo not drawn) | x | i | -23.3
Cc1cccc(NC(=O)N2CCCC2)c1 | i | i | 2.28
CNC(C)Cc1ccccc1Sc1ccc(O)cc1 (stereo not drawn) | i | i | -2.75
CN1CCN(c2nc(Cl)ncc2F)CC1 | i | i | -0.26
Cc1ccc(N2C(=O)NC(=O)/C(=C\c3ccoc3)C2=O)cc1 | i | i | -2.18
O=C1NC(=O)C(C(CC(=O)c2ccccc2)c2ccccc2)C(=O)N1 (stereo not drawn) | i | i | -0.13

Following part.
smiles | CHT block | KCNQ2 inh | Kir21 block
Cc1cc(/C=C2\C(=O)NC(=O)N(Cc3ccccc3Cl)C2=O)c(C)n1-c1ccc(C(=O)O)cc1 | i | i | 0
CC(=O)NC1C(OC(=O)Cc2ccccc2)OC(COC(C)=O)C(OC(C)=O)C1OC(C)=O (stereo not drawn) | i | i | -0.12
C/C(=N\N1CCCCCC1)c1c(O)n(C)c(=O)n(C)c1=O | i | i | -0.35
Cc1ccc(-c2cc(-c3ccc(C)cc3)[n+](C)o2)cc1 | i | i | 2.32
Cc1ccc(S(=O)(=O)NCC2CCC(C(=O)N3CCC4(CC3)OCCO4)CC2)cc1 (stereo not drawn) | i | i | -0.32
CC(=O)c1c(C)n(CC2CCCO2)c2ccc(O)cc12 (stereo not drawn) | i | i | 0.14
C[N+]12CCC(CC1)C(=C(c1ccccc1)c1ccccc1)C2 | i | i | 0.42
CCC(=NCc1ccco1)c1c(O)n(C)c(=O)n(C)c1=O | i | i | -1.02

Remaining list, next part.
smiles | CHT block | KCNQ2 inh | Kir21 block
COc1ccc(-n2c(/C=C/c3ccc(O)cc3)nc3ccccc3c2=O)cc1 | i | i | 2.28
Cc1noc(C)c1C(=O)N1CCC2(CC1)OCCO2 | i | i | 0.66
Cc1[nH]c2ccccc2c1/C=N/O | i | i | 2.79
O=C(N/N=C/c1c(O)n(C2CC2)c(=S)[nH]c1=O)c1ccccc1Cl | i | i | 1.81
CCNc1nc2[nH]c(=O)c3c(c2s1)OC(N)=C(C#N)C3c1cccs1 (stereo not drawn) | i | i | 1.78
Cc1ccc(OCC(=O)N2CCN(C)CC2)c(Br)c1 | i | i | 0.38
CC(NCc1ccc(Cl)c(Cl)c1)C(O)c1ccccc1 (stereo not drawn) | i | i | -4.6*
COc1ccc(N=Nc2c(O)[nH]c(=S)[nH]c2=O)cc1 | i | i | -0.02

Next part.
smiles | CHT block | KCNQ2 inh | Kir21 block
CN1CCN(c2ccc([N+](=O)[O-])c(Sc3ccccn3)c2)CC1 | i | i | 0.15
COc1ccc(C(=O)C(C)(C)NO)cc1 | i | i | 1.3
Cc1cc(=O)[nH]c(CCl)n1 | i | i | 0.57
COc1ccc(OC)c(N2Cc3ccccc3C2=N)c1 | i | i | 0.07
CN1C(=O)C(=Cc2ccccc2Oc2ccc(Cl)cc2)C(=O)N(C)C1=O | i | i | 1.77
CC(=O)N1CCN(CCN=Cc2c(O)n(-c3ccc(F)cc3)c(=S)[nH]c2=O)CC1 | i | i | 1.38
COc1ccc(C2C(C(=O)N3CCC4(CC3)OCCO4)c3cc(OC)c(OC)cc3C(=O)N2C)cc1 (stereo not drawn) | i | i | -0.64
O=C(NC(=S)N1C[C@H]2C[C@H](C1)c1cccc(=O)n1C2)c1ccc(Cl)cc1 | i | i | 0.78

The listing continues.
smiles | CHT block | KCNQ2 inh | Kir21 block
CCC1(CC)C(=N)N(C)C(=O)NC1=O | i | i | 2.82
O=C(C(=O)N1CCOCC1)c1cn(Cc2ccccc2F)c2ccccc12 | i | i | -0.43
CCC(=O)c1ccc(OC(=O)N(C)c2ccccc2)cc1 | i | i | 0.9
Cc1nc2nc(C)c(CCC(=O)N3CCC4(CC3)OCCO4)c(C)n2n1 | i | i | -0.03
COc1ccccc1NC(=O)c1cn(CCC#N)nc1-c1ccc(F)cc1 | i | i | 0.59
O=C(c1ccccc1)N1CCC2(CC1)OCCO2 | i | i | -0.07
CN1C(=O)N(C)C(=O)C2(Cc3cc(NC(=O)c4ccccc4)ccc3N3CCCC32)C1=O (stereo not drawn) | i | i | 0.95
COC(=O)C1=C(c2cccc(OC)c2OC)C[C@@H]2CC[C@H]1N2C(=O)N1CCOCC1 | i | i | 1.46

(list continues)
smiles | CHT block | KCNQ2 inh | Kir21 block
Cc1cccc(NP(=O)(Oc2ccccc2F)Oc2ccccc2F)c1C | i | i | 2.1
Cc1ccc2nc3c(cc2c1)CC1(C(=O)N(C)C(=O)N(C)C1=O)C1CCCCN31 (stereo not drawn) | i | i | 0.6
COc1ccccc1CC1/C(=N/O)C2CCN1CC2 (stereo not drawn) | i | i | -1.62
COC(=O)c1cn(C(=O)c2cccc3ccccc23)c2ccccc12 | i | i | 0.67
CCOC(=O)C1CCN(C=C2C(=O)N(C)C(=S)N(C)C2=O)CC1 | i | i | 0.57
CCN(CC)CCCN=Cc1c(O)n(Cc2ccc(F)cc2)c(=O)[nH]c1=O | i | i | 1.53
